MITF TRPM1 inh: reduces MITF-dependent TRPM1 promoter luciferase signal | SK-MEL-5 TRPM1 promoter luciferase, 24 h | 0.83% of 330,000 active | AID 488899 | inhibition, % at 12.5 µM;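 active means mean inhibition across replicates of 60% or more, whatever share of single replicates reaches that level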; further: values of inactives mirror those of a sister screen read the other way
Exocytosis inh: blocks lytic granule exocytosis; TALL-104 LAMP-1 surface exposure, flow cytometry; cells stimulated with thapsigargin and PMA; inhibition, % at 10 µM; 0.66% of 360,000 active; AID 651702;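 active means inhibition above about 55%, limit read from the data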
Peg3 prom inh: reduces Peg3 promoter-driven luciferase expression in HeLa | AID 588405 | 1.7% of 360,000 active | HeLa PEG-Prom luciferase reporter, luminescence, overnight | inhibition, % at 20 µM;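 active means inhibition of at least 50% at 20 µM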
NR2E3 ag-1: activates human NR2E3 receptor; CHO-S Gal4-NCOR/VP16-NR2E3 two-hybrid, luciferase; inhibition of corepressor binding, % at 3.98 µM; AID 602229; 0.35% of 360,000 active;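 active means inhibition above the mean of all tested compounds plus 3 SD, cut at about 70% in these data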;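 further: 0% = DMSO with NR2E3 transfected cells and 100% = cells lacking NR2E3 construct; higher means lower luciferase signal from less NR2E3 corepressor binding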
Target sequence (Q9Y5X4 whole entry, looked up, the tested form may be a part): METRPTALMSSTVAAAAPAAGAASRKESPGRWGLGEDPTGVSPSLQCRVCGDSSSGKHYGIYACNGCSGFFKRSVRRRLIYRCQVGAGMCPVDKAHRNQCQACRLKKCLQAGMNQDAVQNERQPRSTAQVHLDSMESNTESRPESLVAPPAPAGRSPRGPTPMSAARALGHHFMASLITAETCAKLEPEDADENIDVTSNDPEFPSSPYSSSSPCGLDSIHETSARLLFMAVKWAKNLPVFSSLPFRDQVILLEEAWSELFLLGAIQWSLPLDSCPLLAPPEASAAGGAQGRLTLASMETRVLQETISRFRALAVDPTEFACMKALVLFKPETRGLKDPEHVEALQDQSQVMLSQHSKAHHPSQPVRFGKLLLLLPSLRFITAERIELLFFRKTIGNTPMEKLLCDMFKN
CaV13 FRET inh: Primary screen for inhibitors of IQ motif and Ca2+-dependent inactivation inhibitor domain binding in CACNA1D, Förster resonance energy transfer in living cells, … | 0.098% of 340,000 active | inhibition, % at 12.3 µM | HEK cells, CFP/YFP FRET ICDI-IQ, plate reader, 10 min; percent FRET-ratio fall versus neutral wells | AID 743397;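 active means mean replicate inhibition of at least 30% and at least 1% of replicates passing that level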;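 further: 0% = median of the neutral control wells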
PDI inh: PDI (human) enzyme inhibition | PDI insulin aggregation turbidity, A650, 90 min | 0.052% of 350,000 active | P07237 | inhibition, % at 10 µM;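 active means mean inhibition across replicates of 30% or more, whatever share of single replicates reach that level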;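 further: absorbance from insulin aggregation driven by PDI reduction with DTT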
Target sequence (P07237 whole entry, looked up): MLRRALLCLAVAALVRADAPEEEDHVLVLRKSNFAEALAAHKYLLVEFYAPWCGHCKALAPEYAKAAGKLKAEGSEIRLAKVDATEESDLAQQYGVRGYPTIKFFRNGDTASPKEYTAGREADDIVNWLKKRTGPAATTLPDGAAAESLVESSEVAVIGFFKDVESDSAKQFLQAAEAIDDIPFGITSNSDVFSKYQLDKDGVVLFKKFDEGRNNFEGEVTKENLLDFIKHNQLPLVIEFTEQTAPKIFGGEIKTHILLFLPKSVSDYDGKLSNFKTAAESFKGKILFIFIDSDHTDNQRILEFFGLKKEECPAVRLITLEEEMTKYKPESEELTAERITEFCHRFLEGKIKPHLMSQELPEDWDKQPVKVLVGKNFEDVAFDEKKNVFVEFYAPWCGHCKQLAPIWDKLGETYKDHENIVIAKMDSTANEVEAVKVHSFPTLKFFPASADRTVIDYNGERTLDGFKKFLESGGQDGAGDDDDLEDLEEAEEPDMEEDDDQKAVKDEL
aDG glyco up: alpha-DG glycosylation activation. Pro5-aDG cells, alpha-DG glycosylation AlphaScreen (IIH6); 0% Pro5, 100% B10-LARGE cell signal. activation, % at 10 µM. 0.22% of 360,000 active;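 active means activation of at least 8% versus controls, or a plate z-score of at least 8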;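 further: Pro5 are CHO cells carrying HIG-tagged alpha-DG that lacks glycosylation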
NR2E3 ag-2: activates human photoreceptor nuclear receptor NR2E3 | inhibition of corepressor binding, % at 4.78 µM | GST-NR2E3/biotin-RetCOR TR-FRET, 1536-well | AID 2300 | Q9Y5X4 | 0.12% of 320,000 active;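 active means percent inhibition above the cutoff of mean plus 3 SD of all tested compounds, set per screening campaign, cut at about 20% in these data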;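 further: 0% = DMSO wells and 100% = biotin wells as full block of FRET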
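system = GST-tagged NR2E3 plus biotinylated RetCOR corepressor | input = 1.35 nM GST-NR2E3 | also added = 7 nM biotin-RetCOR | schedule = 5 h incubation at 4 °C | measured by = TR-FRET with europium anti-GST and streptavidin-D2, 340 nm excitation | read-out = percent loss of FRET ratio relative to control wells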
HIF-2a inh: inhibitors of HIF-2a | 786-0 RCC cells HIF-2a reporter, luciferase luminescence, overnight | inhibition, % at 18.8 µM | 0.72% of 360,000 active | AID 624352;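 active means inhibition of the luminescence signal of 40% or more relative to plate controls, in a single-dose primary screen at 18.75 µM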
Vif imaging: HIV Vif inhibition; HEK293T cells, Vif self-association by quenched fluorescence, imaging, 24 h; inhibition, % at 7.49 µM; 0.35% of 340,000 active; in the data active means inhibition above about 50%, passing the limit was not always enough; further: some results filed as inactive read as strong as hits
iPSC survival up: hiPSC single-cell survival enhancement | 0.044% of 360,000 active | survival enhancement, % at 20 µM | ATPlite luminescence; 100% = ROCK inhibitor wells, 0% = DMSO; in the data active means survival enhancement above about 18%;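 further: cells exposed to compounds for 16 hours before the ATP read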
Numbers without * were called inactive; x = not tested or not shown.

SMILES	MITF TRPM1 inh	Exocytosis inh	Peg3 prom inh	NR2E3 ag-1	CaV13 FRET inh	PDI inh	aDG glyco up	NR2E3 ag-2	HIF-2a inh	Vif imaging	iPSC survival up
CCOc1ccc(CC(=O)Nc2ccc(S(=O)(=O)Nc3cc(C)on3)cc2)cc1OCC	4	13	-4	-10	-3	7	0.0	-5	0	14	-0.2
COc1cccc(-c2csc(N3CCN(C(=O)Nc4ccccc4OC)CC3)n2)c1	4	2	-18	-19	-7	5	0.2	3	-25	122*	0.1
Cc1ccc(CNC(=O)CSc2ccc(-c3ccco3)nn2)cc1	-4	-2	-9	-13	-4	-14	0.1	1	11	-6	-1.1
Cc1cccc(C(C(C(=O)c2ccccc2)N2CCOCC2)N2CCOCC2)c1 (stereo not given)	-20	0	-10	-7	-5	-7	-0.2	x	-42	11	-1.6
O=C1C2ON(c3ccc(Cl)cc3)C(c3ccco3)C2C(=O)N1c1ccccc1 (stereo not given)	2	-3	22	-4	-5	12	-0.2	0	6	x	2.7
Cc1nc(-c2ccc3c(c2)CCC(=O)N3)cs1	-16	3	-79	-54	-14	-1	-0.1	2	-230	2	-0.3
CC(=O)/C(N=Nc1nc2c([nH]1)c(=O)n(C)c(=O)n2C)=C(\C)O	-4	2	10	-4	-3	-2	0.0	0	8	-6	-0.7
CCC(C)N1CCCCC1C(=O)Nc1c(C)cc(C)cc1C (stereo not given)	11	0	1	-1	x	19	0.1	0	5	0	-0.3
C/C(=N\Nc1ccc([N+](=O)[O-])cc1)c1ccc(-n2nncc2C)cc1	-3	-2	10	-8	-24	-1	0.1	-2	-10	2	0.1
COc1cc2c(cc1OC)NC(=O)C2	-6	-1	6	12	-6	-5	0.1	x	16	0	0.5
CCC(C)(C)NC(=O)CN(CCc1cccc(C)c1)C(=O)c1csnn1	-19	-5	3	-19	-2	-6	0.0	1	7	-5	-0.6
COc1ccc(Cl)cc1C(=O)O/N=C(\N)c1ccccn1	-23	-9	-152	-76	-2	11	0.0	-2	-241	-6	-0.8
CC(=O)Nc1ccc(NC(=O)Cn2c(=O)n(-c3ccccc3)c(=O)c3oc4ccccc4c32)cc1	-7	-3	30	-25	-3	-2	0.1	0	8	15	-0.3
C/C(CC(=O)Nc1ccc(Cl)cc1C(F)(F)F)=N\NC(=O)c1ccccn1	-13	-6	-11	-101	-2	1	0.0	-1	-28	7	0.3
CC(C)c1ccc(NC(=O)C2(C)Cc3c(-c4ccc(N(C)C)cc4)ccnc3O2)cc1 (stereo not given)	x	-8	17	-21	-4	-7	-0.5	x	12	-2	-1.2
c1ccc(-c2noc(CSc3nnc(Cc4cccs4)n3-c3ccccc3)n2)cc1	20	8	26	16	-4	-11	0.6	1	23	-9	-1.4
Cc1ccc(C2=NN(S(=O)(=O)c3ccccc3)C(c3ccccc3O)C2)cc1 (stereo not given)	1	-1	-30	-55	8	-4	0.6	x	-86	4	-1.9
CCCCNC(=O)C1C2C=CC3(CN(Cc4ccc(C)cc4)C(=O)C13)O2 (stereo not given)	-44	-2	-4	-7	-5	-4	-0.2	0	5	2	3.0
Cc1cc(NC(=O)c2cc3ccccc3oc2=O)no1	-14	6	-17	0	x	3	0.3	x	-28	10	0.6
COc1ccc2c(c1)C(C)=CC(C)(C)N2C(=O)CN1C(=O)CCC1=O	0	1	-9	-15	-5	-1	0.1	0	19	-6	-2.8
Cc1cc(CSc2ccccc2)ccc1NC(=O)COc1ccccc1	-1	1	-13	-48	-5	13	0.0	1	-30	x	-0.3
COc1ccc(-c2nnc(Nc3ccc(S(=O)(=O)Nc4nccs4)cc3)c3ccccc23)cc1	13	0	-14	6	-3	-11	0.2	x	3	-8	0.8
COc1ccc(OCC(=O)OCC(=O)Nc2ccc(S(=O)(=O)N3CCCCC3)cc2)cc1	0	-2	6	1	x	0	-0.1	2	21	4	-0.3
CC1CC(C)CN(C(=O)Cn2c(SCC(=O)N3CCc4ccccc4C3)nc3ccccc32)C1 (stereo not given)	7	-2	10	-12	-1	3	0.4	4	7	-1	-2.7
CCOC(=O)C(NC(C)=O)C(=O)Nc1ccc(C)cc1C (stereo not given)	-5	-4	2	12	-1	-7	0.2	-1	5	-5	-2.6
CCOC(=O)[C@H]1[C@H]2COc3cc(OC)ccc3[C@@H]2N2C(=O)c3cc(OC)c(OC)cc3NC(=O)[C@@]12C	-4	-2	-35	-3	-5	0	0.0	0	9	-2	-0.3
Cc1ccc(OCC(=O)NNC(=O)C2CCN(c3nccc(C)n3)CC2)cc1	12	-2	3	3	-5	2	-0.1	2	-7	4	-1.2
CCN(CC)CCN(C(=O)c1ccc(S(=O)(=O)N(CC)c2ccccc2)cc1)c1nc2c(OC)ccc(OC)c2s1	-1	14	-20	-16	-3	3	0.3	4	3	2	-0.2
COc1ccc(N2CCN(C3CCN(S(=O)(=O)c4ccc(F)cc4)CC3)CC2)cc1	-9	-1	10	-43	-5	x	0.3	-1	17	7	-2.5
COC(=O)CC1C(=O)NC2CCCCC2N1C(=O)CCl (stereo not given)	31	4	12	-19	-5	-1	0.1	-1	11	-5	-0.5
O=C(CNC(=O)c1sc2ccccc2c1Cl)NCc1ccccc1	-13	-3	-2	-37	-4	-4	0.0	-8	-54	x	-0.5
O=C(Nc1nc2ccc(F)cc2s1)c1ccc(N2CCCC2=O)cc1	-51	0	-217	-36	-7	12	-0.1	1	-122	-15	-0.1
O=C(c1ccccc1)N1CCSc2sccc2C1=O	50	0	27	-48	-5	2	-0.2	x	65*	0	2.2
Cc1ccc(S(=O)(=O)N2CCC(N3CCN(C)CC3)CC2)cc1Cl	3	0	4	33	-2	-4	0.0	1	9	-15	0.1
CCCS(=O)(=O)N1CCC(C(=O)NC2CCCC(C)C2C)CC1 (stereo not given)	-20	1	-23	-13	-5	-1	-0.3	6	-30	4	7.2
O=C(CN(Cc1ccco1)C(=O)c1ccc(Cl)cc1)Nc1c(Cl)cc(Cl)cc1Cl	5	0	28	-12	-4	-3	0.0	1	11	x	-1.5
N#CC1(Nc2ccc([N+](=O)[O-])cc2)CCCC1	7	3	11	1	-6	6	-0.2	x	11	4	2.6
NS(=O)(=O)c1cccc(NC(=O)CN2CCCc3ccccc32)c1	19	0	7	6	-4	1	-0.3	-2	7	18	-0.3
Cc1cccc(-c2nnc(N)s2)c1	-4	6	-33	-13	-4	-9	0.2	-4	-31	5	-0.5
CCOc1ccc(NC(=O)C(CC(=O)O)Cc2ccc(Br)cc2)cc1 (stereo not given)	-2	-4	19	4	-3	-6	0.0	0	24	-5	0.2
O=[N+]([O-])c1ccc(F)cc1F	-2	2	7	-3	x	x	-0.3	4	0	-12	0.5
CC(C)Cc1ccc(S(=O)(=O)NCC2CCCO2)cc1 (stereo not given)	-20	-6	14	-15	-7	-3	0.2	-1	17	3	-0.5
Cc1ccc(-c2csc(NC(=O)c3cccc([N+](=O)[O-])c3C(=O)O)n2)cc1	-11	-1	-16	-28	6	2	0.1	8	-16	24	2.0
O=C(CN1CCN(S(=O)(=O)c2ccc(Cl)cc2)CC1)NCc1cccs1	0	0	3	1	-6	-6	0.2	0	-2	16	0.3
O=S(=O)(NCCSc1ccccc1)c1ccc2c(c1)OCCO2	5	1	-2	-21	-5	-4	0.0	1	-10	10	-3.0
Cc1ccc2oc(C(=O)N3CCC(N4CCSCC4)CC3)c(C)c2c1	-15	-5	-2	11	-3	4	0.0	0	0	3	1.1
CCOC(=O)c1ccc(COC(=O)c2cc(=O)[nH]c3ccccc23)o1	6	-3	12	-42	0	-1	0.3	2	14	1	-0.9
O=S(=O)(c1ccc(Cl)c(NC(=S)Nc2cccc(O)c2)c1)N1CCOCC1	-10	1	17	-6	-5	-16	-0.3	3	8	2	0.0
CN(C(=O)Cn1nnc(-c2cccc(C(F)(F)F)c2)n1)C1CCCCC1	7	-2	-9	3	x	-2	-0.5	0	4	13	-3.9

Entries shown so far that have four or more nitrogen atoms, in the order listed:
SMILES	MITF TRPM1 inh	Exocytosis inh	Peg3 prom inh	NR2E3 ag-1	CaV13 FRET inh	PDI inh	aDG glyco up	NR2E3 ag-2	HIF-2a inh	Vif imaging	iPSC survival up
COc1cccc(-c2csc(N3CCN(C(=O)Nc4ccccc4OC)CC3)n2)c1	4	2	-18	-19	-7	5	0.2	3	-25	122*	0.1
CC(=O)/C(N=Nc1nc2c([nH]1)c(=O)n(C)c(=O)n2C)=C(\C)O	-4	2	10	-4	-3	-2	0.0	0	8	-6	-0.7
C/C(=N\Nc1ccc([N+](=O)[O-])cc1)c1ccc(-n2nncc2C)cc1	-3	-2	10	-8	-24	-1	0.1	-2	-10	2	0.1
CCC(C)(C)NC(=O)CN(CCc1cccc(C)c1)C(=O)c1csnn1	-19	-5	3	-19	-2	-6	0.0	1	7	-5	-0.6
CC(=O)Nc1ccc(NC(=O)Cn2c(=O)n(-c3ccccc3)c(=O)c3oc4ccccc4c32)cc1	-7	-3	30	-25	-3	-2	0.1	0	8	15	-0.3
C/C(CC(=O)Nc1ccc(Cl)cc1C(F)(F)F)=N\NC(=O)c1ccccn1	-13	-6	-11	-101	-2	1	0.0	-1	-28	7	0.3
c1ccc(-c2noc(CSc3nnc(Cc4cccs4)n3-c3ccccc3)n2)cc1	20	8	26	16	-4	-11	0.6	1	23	-9	-1.4
COc1ccc(-c2nnc(Nc3ccc(S(=O)(=O)Nc4nccs4)cc3)c3ccccc23)cc1	13	0	-14	6	-3	-11	0.2	x	3	-8	0.8
CC1CC(C)CN(C(=O)Cn2c(SCC(=O)N3CCc4ccccc4C3)nc3ccccc32)C1 (stereo not given)	7	-2	10	-12	-1	3	0.4	4	7	-1	-2.7
Cc1ccc(OCC(=O)NNC(=O)C2CCN(c3nccc(C)n3)CC2)cc1	12	-2	3	3	-5	2	-0.1	2	-7	4	-1.2
CCN(CC)CCN(C(=O)c1ccc(S(=O)(=O)N(CC)c2ccccc2)cc1)c1nc2c(OC)ccc(OC)c2s1	-1	14	-20	-16	-3	3	0.3	4	3	2	-0.2
CN(C(=O)Cn1nnc(-c2cccc(C(F)(F)F)c2)n1)C1CCCCC1	7	-2	-9	3	x	-2	-0.5	0	4	13	-3.9

Source: PubChem (several laboratories)

Compounds were not picked by outcome (roughly 3.5% active in at least one column).
